INS-1E GSIS act: GLuc luminescence reporter in INS-1E cells, primary screen for activators of glucose-dependent secretion of insulin | INS-1E GLuc reporter insulin secretion, 2-3 h | AID 743287, 2014 | activation, % at 16.6 µM | 370,000 tested, 0.61% active;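 active = lowest replicate activation of at least 40%, so every replicate reaches that level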;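 also: 0% = median of neutral control wells and 100% = median of IBMX positive control wells; some compounds called inactive have numbers as strong as hits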
ARNT TACC3 PPI: disruptors of ARNT/TACC3 protein interaction, primary screen, biochemical, AlphaScreen, single concentration; AlphaScreen His-ARNT PAS-B/GST-TACC3 binding, luminescence; TACC3 fragment carries E629A point mutation; inhibition, % at 9.99 µM; 390,000 tested, 0.66% active; AID 623870, 2012;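 active = mean inhibition of replicates at least 50% and at least half of replicates each reaching 50%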;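 also: 0% = complete ARNT plus TACC3 wells and 100% = ARNT alone without TACC3; many hits fall short of the cut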
RAD54 inh: inhibitors of human RAD54 branch migration, primary screen, biochemical, fluorescence, single point | 360,000 tested, 0.14% active | inhibition, % at 10.4 µM | RAD54 Holliday junction branch migration, FAM/BHQ fluorescence | DNA repair and recombination protein RAD54-like (Homo sapiens), Q92698 | AID 602329, 2012;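 active = mean normalized replicate activity at least 40 and at least half of replicates scoring 40 or more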;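 also: 0% = median of neutral control wells and 100% = median of positive control wells; inhibitors cause a drop in the FAM fluorescence signal; in these data hits start at about 50%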
esBAF inh: Bmi1 luciferase reporter increase in mESCs, primary screen, esBAF inhibitor project, mouse ES cells, Bmi1 luciferase knock-in, single point; 24 h; 100% = twice the neutral-well signal; reporter increase, % at 12.5 µM; 350,000 tested, 2% active; in the data active = activation above about 40%;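 also: 0% = median of the plate's neutral control wells and 100% = double that signal; a rise in the Bmi1 reporter signal indicates esBAF inhibition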
CFTR F508del cor: F508del CFTR correction, initial screen, CFBE line, single point; CFBE cells, YFP halide quenching; stimulated with forskolin plus potentiator P3; % fluorescence drop versus neutral controls; activity (quench increase), % at 7.58 µM; 350,000 tested, 0.36% active; AID 720511, 2013;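 active = mean added fluorescence quench of at least 8% versus neutral control, with both replicates also reaching 8%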;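 also: cells transiently co-express mutant CFTR-F508del with the halide-sensitive YFP; corrector assay measuring rescue of mutant channel to the surface after 24 h compound exposure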
Xi reactivation: activators of inactive X chromosome reactivation, primary screen, imaging, XiGFP fibroblasts, GFP high-content imaging, set 2; AID 743238, 2013; XiGFP mouse fibroblasts, % GFP-positive cells imaging, 3 d; cells co-treated with 5-aza-dC sensitizer; scaled so ellipticine positive control = 100%; activation, % at 7.58 µM; 360,000 tested, 0.055% active;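 active = mean normalized replicate activation at least 10% and every replicate at or above 10%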;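 also: 0% = median of on-plate neutral control wells and 100% = ellipticine 6 µM median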
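Assay system – SV40-immortalized XiGFP fibroblast cells, line 68-5-11 · Buffer or medium – DMEM supplemented with 5-aza-dC as sensitizing agent · Dosing – one concentration, pinned · Benchmarks – positive control ellipticine, 6 µM final · Times – 3 days compound exposure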
RAD52 anneal inh: RAD52 DNA annealing inhibitors, primary screen, biochemical, FRET, single point, set 2; DNA repair protein RAD52 homolog (Homo sapiens), P43351; recombinant RAD52 DNA annealing, FRET fluorescence; inhibition, % at 18.7 µM; 360,000 tested, 0.46% active; AID 651710, 2012;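 active = every replicate showing at least 50% inhibition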
Target sequence (P43351 whole entry, looked up): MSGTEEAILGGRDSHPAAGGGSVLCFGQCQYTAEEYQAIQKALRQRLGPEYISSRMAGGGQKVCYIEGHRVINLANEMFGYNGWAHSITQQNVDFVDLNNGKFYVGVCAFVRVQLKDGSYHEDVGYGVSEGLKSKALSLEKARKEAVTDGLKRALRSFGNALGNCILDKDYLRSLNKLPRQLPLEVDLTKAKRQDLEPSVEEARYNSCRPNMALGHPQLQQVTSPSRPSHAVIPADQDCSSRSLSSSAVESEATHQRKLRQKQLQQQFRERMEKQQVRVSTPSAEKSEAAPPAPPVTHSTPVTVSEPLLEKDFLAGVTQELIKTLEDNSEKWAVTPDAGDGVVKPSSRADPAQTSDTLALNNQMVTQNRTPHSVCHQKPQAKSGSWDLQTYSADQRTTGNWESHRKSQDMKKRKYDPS
ERAP1 inh: human ERAP1 aminopeptidase inhibitors, primary screen, biochemical, single point, plate reader; Endoplasmic reticulum aminopeptidase 1 (Homo sapiens), Q9NZ08; AID 652197, 2013; 340,000 tested, 0.15% active; recombinant ERAP1, Leu-AMC fluorescence, 60 min; inhibition, % at 10.7 µM;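 active = mean replicate inhibition of at least 30%, or all replicates individually reaching that 30% level; inactive = mean below 30% and not every replicate reaching it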;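 also: 0% = neutral control wells and 100% = L-leucinethiol positive control wells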
The depositor's hits bear a star; nt = no result given; & = joins results of further samples.

The line under a structure holds: INS-1E GSIS act, ARNT TACC3 PPI, RAD54 inh, esBAF inh, CFTR F508del cor, Xi reactivation, RAD52 anneal inh, ERAP1 inh
> CCCNC(=O)C[C@H]1CC[C@H]2[C@@H](COc3ccc(NC(=O)c4ccno4)cc3C(=O)N2C)O1
    -3.3, -21.5, -6.2, 5.5, 0.7, 0.0, -16.3, -3.9
> O=C(Cn1ncc2c1-c1ccccc1OC2)N1CCN(c2ccccn2)CC1
    -17.7, -4.3, -4.6, -3.4, -1.1, -0.1, -1.6, 2.8
> CCOC(=O)N1CCN(C(=O)c2cccc(F)c2)CC1
    -8.5, 41.4, nt, nt, nt, 0.0, -0.3, 2.1
> CCC(=O)NC[C@@H]1[C@@H](c2ccccc2)[C@@H](CO)N1C(=O)C1CCC1
    -0.3, -7.0, -6.6, 5.5, 3.3, 0.0, -10.6, 0.1
> COc1cccc(OCC(=O)Nc2ccncc2)c1
    -4.6, -5.3, 4.1, -2.2, 1.5, 0.2, 1.2, 0.5
> CCN(CC)CCNC(=O)C(=O)Nc1ccc2c(c1)N(S(=O)(=O)c1cccs1)CCC2
    17.0, -0.5, 8.7, -1.3, -4.4, 0.0, -4.4, -2.6
> Cn1c(SCC(=O)NC2CCCC2)nnc1-c1cccs1
    7.3, nt, -11.6, -3.6, -1.0, 0.0, -9.5, -4.1
> CCC(CC)C(=O)N(C)c1c(C)nc2c(OCc3ccc(F)c(F)c3)cccn12
    5.0, nt, 6.9, -5.5, -0.9, 0.2, -23.9, 0.0
> COc1ccc(-c2ccc([C@H]3[C@H](CO)N4C(=O)CN(Cc5ccc(C)cc5)C[C@@H]34)cc2)cc1
    -8.0, nt, nt, nt, 3.1, 0.4, 7.9, 1.3
> CC(NC(=O)C(=O)c1cn(CC(=O)N2CCOCC2)c2ccccc12)c1ccccc1 (stereo unspecified)
    155.4, -5.6, -5.3, 3.0, -2.0, 0.0, -8.7, 6.1

Record cards, as listed above:
Shown for Cn1c(SCC(=O)NC2CCCC2)nnc1-c1cccs1 → INS-1E GSIS act: 7.3; ARNT TACC3 PPI: nt; RAD54 inh: -11.6; esBAF inh: -3.6; CFTR F508del cor: -1.0; Xi reactivation: 0.0; RAD52 anneal inh: -9.5; ERAP1 inh: -4.1
Shown for COc1ccc(-c2ccc([C@H]3[C@H](CO)N4C(=O)CN(Cc5ccc(C)cc5)C[C@@H]34)cc2)cc1 → INS-1E GSIS act: -8.0; ARNT TACC3 PPI: nt; RAD54 inh: nt; esBAF inh: nt; CFTR F508del cor: 3.1; Xi reactivation: 0.4; RAD52 anneal inh: 7.9; ERAP1 inh: 1.3

Continued.
The line under a structure holds: INS-1E GSIS act, ARNT TACC3 PPI, RAD54 inh, esBAF inh, CFTR F508del cor, Xi reactivation, RAD52 anneal inh, ERAP1 inh
> CC(C)NC(=O)N(C)C[C@@H]1Oc2cc(C#Cc3ccc(F)cc3)ccc2S(=O)(=O)N([C@H](C)CO)C[C@@H]1C
    -14.8, 7.6, -6.1, 1.4, 3.5, 0.6, 22.2, 1.0
> Nc1ccn([C@@H]2O[C@H](C(=O)N3CCN(c4ccc(Cl)cn4)CC3)[C@@H](O)[C@H]2O)c(=O)n1
    1.7, nt, -3.2, -3.1, 4.9, nt, -15.5, -3.3
> CCC(C)N=Cc1c(Nc2ccccc2)nc2c(C)cccn2c1=O (stereo unspecified)
    5.2, -0.1, 12.7, 1.2, 0.8, 0.6, -5.0, nt
> COc1ccc(S(=O)(=O)N2CCOCC2)cc1NC(=O)COC(=O)C1CCC1
    -5.3, -3.3, -3.6, 3.0, -0.7, 0.6, -1.4, 0.7
> COC(=O)c1ccc(N2CCOCC2)c(NC(=O)c2cccs2)c1
    6.0, -1.8, 2.9, -5.9, 0.8, 0.3, -7.9, -3.0
> CC1(C)Cc2cccc(C(=O)Nc3ccc(F)cc3F)c2O1
    15.4, -2.1, nt, nt, -5.8, 0.8, -9.3, 0.3
> CCN(CC)C(=O)CSc1nnc2cc(C)c3ccccc3n12
    -3.9, -0.1, nt, -1.9, 7.4, 0.0, 7.0, nt
> Cc1onc(-c2ccccc2)c1C(=O)OCCOc1ccc([N+](=O)[O-])cc1[N+](=O)[O-]
    -42.7, -11.7, -5.3, 7.6, -1.2, 0.3, -16.6, -0.8
> Cc1ccc2nc(-c3ccncc3)cc(C(=O)Nc3ccncc3)c2c1
    -3.1, -6.0, 14.2, -13.8, 3.7, -0.1, -8.1, 5.8
> CC(C)NC(=O)N(C)C[C@H]1OCCCC[C@H](C)Oc2ccc(NS(=O)(=O)c3cccs3)cc2C(=O)N([C@H](C)CO)C[C@@H]1C
    9.7, -8.8, 7.5, 9.2, 0.7, -0.1, 8.1, 4.7
> Cc1cccc(C(=O)NCc2nnc3c4ccccc4c(-c4ccccc4)nn23)c1
    -17.7, nt, nt, nt, nt, 0.0, -19.7, 0.8
> CCN(Cc1cnn(C)c1)C(=O)c1ccc2nc(Cc3ccccc3F)oc2c1
    -10.4, nt, 4.5, 21.4, -1.7, 0.1, -3.0, 1.9
> Cc1scc(C(=O)NNC(=S)NCC(C)C)c1C
    -2.7, 0.1, nt, nt, nt, 0.1, -12.3, -0.1
> CCOC(=O)Cc1c[nH]c(=S)[nH]c1=O
    8.3, nt, nt, nt, -0.8, 0.3, 10.8, 0.9
> Cc1ccc(S(=O)(=O)c2cnc(-c3ccccc3)nc2N2CCCCC2)cc1
    11.7, 3.5, nt, nt, 1.8, 0.0, -11.4, 0.6
> CCOc1ccccc1N(C(=O)CNC(=O)c1ccco1)C(C(=O)NC1CCCC1)c1ccncc1 (stereo unspecified)
    -11.8, 1.6, nt, -5.8, -1.2, 0.0, -12.0, -5.3
> O=C(COC(=O)c1ccc2ncsc2c1)Nc1ccc(OC(F)(F)F)cc1
    3.7, 1.1, 5.7, 26.5, -4.3, 0.2, -3.3, -3.4
> Cc1cc2oc(C(=O)N(Cc3ccc(N(C)C)cc3)CC3CCCO3)c(C)c2cc1C (stereo unspecified)
    -7.3, 22.8, -4.6, -0.8, -1.8, 0.0, -18.0, 0.5
> CCOC(=O)N1CCN(CC(=O)Nc2ccccc2C(=O)Nc2ccccc2)CC1
    -3.6, -4.0, -1.3, 1.4, -1.6, 0.0, -20.2, -2.1
> CC(=O)c1cccc(-n2nnnc2SCC(=O)Nc2cc(C)on2)c1
    0.1, 6.0, 16.0, 8.3, -0.9, 0.0, -11.2, 2.3
> O=C(C[C@H]1CC[C@@H](NC(=O)c2ccccc2)[C@@H](CO)O1)NCCc1ccncc1
    15.5, 0.7, -11.4, -1.7, 2.0, -0.2, -12.8, 1.4
> CC(C)(C)c1ccc(OC(=O)N2CCOCC2)cc1
    -3.0, 39.5, 0.8, 45.1*, 0.1, 0.0, -13.9, 1.5
> C[C@@H]1CCCCO[C@H](CN(C)CC2CC2)[C@H](C)CN([C@H](C)CO)C(=O)c2cc(NC(=O)c3ccncc3)ccc2O1
    29.9, 4.0, -1.6, 0.5, -2.7, 0.0, 14.4, 3.2
> CC(CC(=O)NCc1ccco1)S(=O)(=O)c1ccc2c(c1)CCN2C(=O)C1CC1 (stereo unspecified)
    10.1, nt, 9.8, -4.7, 2.4, 0.2, -9.2, -1.0
> Cc1ccc(S(=O)(=O)Nc2cccc3c2O[C@@H](CN(C)Cc2ccc(C(F)(F)F)cc2)[C@H](C)CN([C@@H](C)CO)C3=O)cc1
    -13.9, 0.6, 0.2, 1.4, 1.6, -1.2, -6.6, -2.2
> COCC(=O)N1[C@H](CO)[C@H](c2ccc(C#Cc3ccccc3F)cc2)[C@@H]1C#N
    -19.6, -8.9, 7.7, -2.5, -1.9, 0.0, -25.0, -1.0
> CCOC(=O)c1ccc(NC(=O)[C@@H](NC(N)=O)C(C)C)cc1
    -4.4, 6.1, 5.2, 1.3, 2.5, 0.0, -11.8, -4.4
> COC(=O)[C@@H]1[C@@H](CO)[C@@H]2Cn3c(ccc(-c4ccccc4F)c3=O)[C@@H]2N1Cc1cccnc1
    -0.8, -3.8, 4.7, -3.8, -1.0, 0.2, -4.5, -1.9
> CC(=O)NC1C(=O)N=C(SC(C)C(=O)Nc2cccc(Cl)c2)NC1=O (stereo unspecified)
    -4.1, -2.7, nt, nt, 1.7, 0.0, -15.3, 1.0
> c1ccc2oc(-c3csc(N4CCOCC4)n3)cc2c1
    -1.7, 31.3, -8.2, -14.2, -3.1, 0.0, -21.6, -4.5
> CNC[C@@H]1Oc2ccc(NC(=O)NC3CCCCC3)cc2C(=O)N([C@@H](C)CO)C[C@@H]1C
    -5.6, -7.9, -11.1, -1.0, 2.0, -1.2, -0.1, -2.8
> CN1CCN(S(=O)(=O)c2cccc(C(=O)NC3CCCC3)c2)CC1
    9.7, -5.5, 8.3, nt, 0.8, 0.3, -0.4, 0.5
> CCCCCCN(CCCCCC)C(=O)Cc1c(-c2ccc(F)cc2)[nH]c2ccccc12
    -2.6, -0.7, -6.2, -6.0, 2.0, 0.1, -4.7, 3.2
> O=C(C[C@@H]1CC[C@H](NC(=O)NC2CCCC2)[C@H](CO)O1)NCc1ccc(F)cc1
    -1.1, -15.4, -3.5, 1.0, -1.4, 0.2, -13.8, 2.8
> CCN(CC(=O)Nc1c(F)cccc1F)C(=O)C1CCCO1 (stereo unspecified)
    22.1, nt, -7.9, -2.8, -1.7, 0.2, -9.9, -1.1
> C[C@@H]1CN([C@H](C)CO)C(=O)c2cc(NC(=O)Nc3ccc(C(F)(F)F)cc3)ccc2O[C@H]1CN(C)C(=O)Nc1ccc(C(F)(F)F)cc1
    6.6, -10.1, -2.1, -0.4, -3.0, 0.3, 11.3, -0.6
> CCOc1cc(/C=C2\SC(N3CCCC(C)C3)=NC2=O)ccc1O (stereo unspecified)
    nt, 6.4, -4.0, 27.6, -0.1, 0.0, -14.2, 4.9
> CCc1ccc(NC(=O)N2CCN(C(=O)C3CCCO3)CC2)cc1 (stereo unspecified)
    -0.6, -5.8, -15.9, 2.7, 2.3, 0.2, 4.5, -2.3
> C[C@H](CO)N1C[C@H](C)[C@@H](CN(C)S(=O)(=O)c2ccccc2)Oc2ccc(NC(=O)C3CC3)cc2C1=O
    5.8, -4.2&3.3, 5.9&4.4, 3.5&-8.0, 1.0&-0.4, 0.2&0.0, 7.5&-7.9, -0.9&-1.3
> O=C(C[C@@H]1C=C[C@H](NC(=O)Cc2cccnc2)[C@@H](CO)O1)Nc1ccccc1
    17.4, 1.6, 2.3, 1.6, -1.1, 0.0, 11.0, 7.0
> c1cncc(C(c2nnnn2C2CCCC2)N2CCN(Cc3ccc4c(c3)OCO4)CC2)c1 (stereo unspecified)
    -12.7, -8.6, -3.3, 0.7, nt, nt, nt, nt
> CCCC(=O)Nc1ccc2c(c1)C(=O)N(C)[C@H]1CC[C@H](CC(=O)NCc3cccc(F)c3)O[C@@H]1CO2
    -3.8, nt, nt, -1.9, 0.2, 0.0, nt, nt

Screening results: PubChem BioAssay, Broad Institute
